PLCb3 inh: PLC-beta3 (human) inhibition, primary screen. Q01970. Purified PLC-beta3, fluorogenic substrate, fluorescence. inhibition, % at 12.2 µM. hit rate 0.18% among 370,000. AID 720704; in the data active = inhibition above about 11%;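 also: 0% = median of compound wells on plate and 100% = full blocker control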
proKLK7 act: proKLK7 (human) activation, primary screen. P49862. purified proKLK7, EDANS-DABCYL substrate fluorescence; 100% is mature enzyme control, 0% vehicle. activation, % at 7 µM. hit rate 0.9% among 370,000;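 active = activation above the mean of all tested compounds plus 3 SD, computed per campaign excluding outliers beyond control limits, cut at about 13% in these data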
PLC-gamma1 inh: inhibitors of human phospholipase C gamma1; P19174; hit rate 0.84% among 370,000; purified PLC-gamma1, fluorogenic substrate, fluorescence; inhibition, % at 12.2 µM; in the data active = inhibition above about 9.5%
DDE Tn6 FP inh: inhibitors of Tn6 peptide binding to human fibrin DD(E). P02675. Fibrin DD(E) TRITC-Tn6 fluorescence polarization displacement. inhibition, % at 8.3 µM. hit rate 0.21% among 370,000. AID 720509;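 active = inhibition above a per-campaign cutoff: mean of compounds within control limits plus 3 SD, cut at about 15% in these data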;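 also: 0% = median of all compound wells on the plate and 100% = blocking peptide control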
NR1D1 modulator: modulators of human Rev-erb alpha DNA binding; P20393; Rev-erbα–FITC-DNA binding, fluorescence polarization, 90 min; activity, % at 10 µM; hit rate 0.79% among 370,000; AID 1259318;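 active = activity above about 14%, limit read from the data; passing the limit was not always enough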;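 also: 0% = DMSO wells with 35 nM protein and 100% = DMSO wells with 750 nM protein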
sPLA2-III inh: Inhibits HGIII-sPLA2 liposome hydrolysis, primary screen; Q9NZ20; QFRET BODIPY PC-A2 liposome hydrolysis, fluorescence; inhibition, % at 12.2 µM; hit rate 0.56% among 370,000; AID 743126;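 active = inhibition above mean plus 3 SD of compounds lying within the high and low control bounds, cut at about 19% in these data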;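 also: 0% = median of test compound wells and 100% = no enzyme DMSO wells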
Target sequence (Q9NZ20 whole entry, looked up): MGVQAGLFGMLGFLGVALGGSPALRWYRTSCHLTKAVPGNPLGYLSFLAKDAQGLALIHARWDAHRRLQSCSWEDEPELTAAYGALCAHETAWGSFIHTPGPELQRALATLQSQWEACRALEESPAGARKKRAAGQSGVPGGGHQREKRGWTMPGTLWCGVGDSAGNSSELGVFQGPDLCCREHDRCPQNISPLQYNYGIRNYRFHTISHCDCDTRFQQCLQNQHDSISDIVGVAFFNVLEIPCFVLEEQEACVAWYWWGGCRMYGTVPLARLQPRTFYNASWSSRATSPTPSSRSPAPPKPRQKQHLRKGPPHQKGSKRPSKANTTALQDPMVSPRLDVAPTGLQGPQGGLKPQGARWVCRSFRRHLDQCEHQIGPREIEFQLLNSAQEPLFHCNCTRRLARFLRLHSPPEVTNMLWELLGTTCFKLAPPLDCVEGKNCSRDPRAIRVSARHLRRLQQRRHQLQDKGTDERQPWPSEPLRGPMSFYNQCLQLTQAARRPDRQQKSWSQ
ARFGAP1 inhibitor: inhibits rat ARF GTPase activating protein 1; Q62848; Arfgap1-stimulated ARF1 GTP hydrolysis, GDP FP detection; inhibition, % at 16.5 µM; hit rate 0.26% among 360,000;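 active = inhibition above a per-plate limit, mean inhibition of low control wells plus 3 SD, cut at about 25% in these data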;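 also: 0% = DMSO wells with enzyme and 100% = wells lacking Arfgap1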
Target sequence (Q62848 1-136 limits assumed): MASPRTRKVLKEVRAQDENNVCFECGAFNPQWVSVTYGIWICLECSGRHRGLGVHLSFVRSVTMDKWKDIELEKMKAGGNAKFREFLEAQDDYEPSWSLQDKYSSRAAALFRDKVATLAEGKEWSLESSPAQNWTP
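system = rat Arfgap1 catalytic domain, aa 1-136 | technique = FP, GDP Alexa 633 tracer displaced from anti-GDP antibody, 620/688 nm | compound = one concentration, 16.5 µM, DMSO 1.26% | medium = HEPES-based buffer, pH 7.5 | timing = compound-enzyme preincubation 20 min, reaction 120 min, detection 60 min, 25 °C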
UHRF1 binding: blocks human UHRF1 binding to methylated DNA; UHRF1 binding to methylated oligo, TR-FRET; inhibition, % at 4.4 µM; Q96T88; hit rate 0.75% among 370,000; in the data active = inhibition above about 21%;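 also: UHRF1 SRA domain binding a hemimethylated CpG hairpin DNA probe; 0% = median of test compound wells and 100% = reference inhibitor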
DDE Tn7 FP inh: disrupts Tn7 cyclic peptide binding to fibrin D-Dimer-E complex; FP displacement of FITC-Tn7 peptide from fibrin DD(E); 0% = median of compound wells per plate; inhibition, % at 8.3 µM; hit rate 0.13% among 370,000;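 active = inhibition above the mean of compounds falling within the control limits plus 3 SD of them, cut at about 14% in these data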;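 also: 0% = plate median of compound wells and 100% = 10 µM Aha-Tn7 peptide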
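system = human fibrin DD(E) protein | quantity = DD(E) 2 µM final | medium = Tris/NaCl/CaCl2 buffer, pH 7.8 | also added = labelled Tn7 tracer, 0.1 µM | compound dosing = single point at 8.3 µM | timing = compound with protein 10 min, then 3 h after probe, room temperature | signal = FP measurement | benchmarks = Aha-Tn7 high control | repeats = one replicate per compound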
ASAP1 inh: inhibitors of human ASAP1 ArfGAP activity; Q9ULH1; ASAP1-stimulated ARF1 GTP hydrolysis, GDP FP detection; inhibition, % at 16.5 µM; hit rate 0.19% among 360,000; AID 624377; in the data active = inhibition above about 25%;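 also: 0% = vehicle with enzyme and substrate and 100% = no enzyme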
Target sequence (Q9ULH1 325-724 limits assumed): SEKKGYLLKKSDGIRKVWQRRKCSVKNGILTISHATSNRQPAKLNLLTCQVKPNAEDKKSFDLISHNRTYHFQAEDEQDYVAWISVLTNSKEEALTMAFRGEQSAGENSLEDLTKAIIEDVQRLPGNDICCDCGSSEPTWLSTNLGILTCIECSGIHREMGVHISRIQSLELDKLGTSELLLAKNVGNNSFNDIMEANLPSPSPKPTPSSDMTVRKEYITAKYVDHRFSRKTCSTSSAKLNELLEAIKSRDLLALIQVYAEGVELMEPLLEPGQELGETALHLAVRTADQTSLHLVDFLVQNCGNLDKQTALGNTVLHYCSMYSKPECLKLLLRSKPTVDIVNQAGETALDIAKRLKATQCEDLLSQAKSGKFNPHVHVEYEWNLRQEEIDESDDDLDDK
* marks the source's active call; other numbers are inactive results; . = no result given; & = joins results of further samples.

Letter code – A = PLCb3 inh; B = proKLK7 act; C = PLC-gamma1 inh; D = DDE Tn6 FP inh; E = NR1D1 modulator; F = sPLA2-III inh; G = ARFGAP1 inhibitor; H = UHRF1 binding; I = DDE Tn7 FP inh; J = ASAP1 inh
> CC(C)Oc1ccc(C2NC(=O)c3ccccc3O2)cc1 (centres undefined)
  A = -6; B = -4.1; C = -4; D = 7; E = -2; F = 2; G = -2; H = -1; I = -9; J = 11
> CCCCOC(=O)NC1CCS(=O)(=O)C1 (centres undefined)
  A = 1; B = -0.1; C = 7; D = -1; E = -3; F = -1; G = 7; H = 1; I = -15; J = 5
> CC(C)CCNC(=O)C1CCC(=O)N1C(C)C (centres undefined)
  A = 5; B = -0.1; C = 2; D = -6; E = 0; F = 1; G = 5; H = 1; I = -10; J = 5
> CCCC1c2ccsc2CCN1C(=S)NC (centres undefined)
  A = -3; B = -0.1; C = 0; D = 6; E = 6; F = 10; G = 4; H = -1; I = 2; J = 20
> CC(C)COc1ccc(C(=O)Nc2sc3c(c2C(=O)O)CC(C)(C)OC3)cc1
  A = -62; B = 0.8; C = -58; D = -8; E = -2; F = -5; G = -3; H = -1; I = -1; J = -7
> O=C(Nc1cccc(-c2nn[nH]n2)c1)c1ccc(Cl)s1
  A = -6; B = -0.3; C = -2; D = 6; E = 1; F = -19; G = 0; H = -1; I = 2; J = -4
> Cc1ccc(S(=O)(=O)N2c3ccccc3NC(=O)CC2C)cc1 (centres undefined)
  A = -2; B = -0.3; C = -1; D = 2; E = 3; F = -3; G = 4; H = -2; I = 2; J = 7
> CCN(CC)C(=O)c1cccc(-c2csc(C(NC(C)=O)c3ccc(F)c(F)c3)n2)c1 (centres undefined)
  A = -23; B = -1.4; C = -23; D = 8; E = 6; F = -7; G = -1; H = 0; I = -2; J = -1
> CC(Oc1ccc(Cl)cc1Cl)C(=O)N(Cc1ccco1)C1CCS(=O)(=O)C1 (centres undefined)
  A = -1; B = 0.9; C = 2; D = 1; E = -2; F = -10; G = -2; H = 1; I = -3; J = 2
> CCOc1cc(C(=O)NC(C)c2ccncc2)cc(OCC)c1OCC (centres undefined)
  A = 2; B = 0.0; C = 3; D = 1; E = -5; F = 2; G = -1; H = 1; I = -5; J = -2
> COc1ccccc1C(=O)COC(=O)CNS(=O)(=O)c1ccc(NC(C)=O)cc1
  A = -4; B = 0.5; C = -6; D = -3; E = 5; F = 3; G = -3; H = -2; I = -2; J = 11
> COC(=O)[C@@]12CCCCC3=C1N(CCC3)C(=O)[C@H]2CC(=O)NCCCCc1ccccc1
  A = 0; B = 0.5; C = -2; D = -4; E = 13; F = -8; G = .; H = -1; I = -5; J = .
> COc1ccc(C2=NN(CN3C(=O)C(=O)c4ccccc43)C(c3ccc(OC)cc3)C2)cc1 (centres undefined)
  A = -9; B = -0.4; C = -4; D = 7; E = 5; F = -9; G = 0; H = 0; I = -3; J = 10
> Cc1ccc(C)c(NC(=S)c2ccc3ccccc3n2)c1
  A = -19; B = -0.4; C = 1; D = 0; E = 4; F = 10; G = -5; H = 1; I = 8; J = 9
> CC(=O)Nc1ccc(Oc2nc(C)cc(C)n2)cc1
  A = -1; B = 0.8; C = 3; D = -2; E = -4; F = 3; G = 1; H = 10; I = -1; J = 5
> COC(=O)/C(C#N)=C\c1c(OC)[nH]c2ccccc12
  A = -8; B = 0.2; C = 3; D = 4; E = 5; F = 2; G = 11; H = 0; I = 0; J = 13
> O=S(=O)(c1ccccc1C(F)(F)F)N1C=CC(C(F)(F)F)=NCC1
  A = 3; B = 0.6; C = -30; D = -8; E = -1; F = 0; G = 7; H = 0; I = 3; J = 4
> Cc1ncnc(N)c1CCCNc1ccccc1
  A = 2; B = -0.2; C = 0; D = -2; E = -1; F = 2; G = -6; H = -1; I = 6; J = -6
> Cc1cccc(NC(=O)c2cccc(S(=O)(=O)NCc3ccccc3)c2)n1
  A = -7; B = 0.8; C = -1; D = 6; E = 4; F = -8; G = 7; H = -2; I = -5; J = -6
> CCCCOc1ccc(-c2cn3ccccc3n2)cc1[N+](=O)[O-]
  A = 5; B = -0.8; C = 2; D = -2; E = -3; F = -14; G = 7; H = 1; I = -3; J = 0
> N#Cc1c(CSCC(=O)O)cc(=O)n2c1[nH]c1ccccc12
  A = -64; B = 1.4; C = -43; D = 3; E = 2; F = -2; G = 9; H = 6; I = -2; J = 1
> O=S(=O)(c1cc(Cl)sc1Cl)N1CCCC1
  A = -7; B = 1.2; C = 2; D = 4; E = 1; F = 6; G = 13; H = 8; I = -8; J = 9
> O=C1NC(=Nc2ccccc2)CS1
  A = -2; B = -0.3; C = 0; D = -6; E = 3; F = -12; G = 2; H = 2; I = 0; J = 20
> CCCCc1nc(SCC(=O)Nc2cc(C)on2)n[nH]1
  A = 0; B = 0.0; C = -2; D = -1; E = -2; F = -7; G = 7; H = -6; I = 4; J = 3
> O=C(CSc1nnc2ccccn12)Nc1ccccc1Cl
  A = 0; B = 0.4; C = 2; D = -2; E = 1; F = 15; G = 8; H = 0; I = 0; J = -5
> O=C(NCc1cccnc1)/C(=C\c1ccc(-c2ccc(Br)cc2)o1)S(=O)(=O)c1ccccc1
  A = -2; B = -1.9; C = -2; D = -2; E = 1; F = 1; G = 6; H = 1; I = -2; J = 3
> COC(=O)c1sccc1NC(=O)Nc1ccccc1OC
  A = -11; B = -0.4; C = 0; D = -7; E = -2; F = 1; G = 17; H = 3; I = -2; J = 0
> COc1cc(OC)nc(NC(=O)CCl)n1
  A = 2; B = -0.4; C = -2; D = 3; E = 1; F = 2; G = -5; H = 3; I = 1; J = 10
> Oc1ccc(-c2nnc(SCC3CCCCC3)o2)cc1
  A = 1; B = 0.7; C = 0; D = -1; E = -6; F = -49; G = 3; H = -1; I = 0; J = 11
> O=C(O)c1[nH]c2ccc(Br)cc2c1CCN1C(=O)c2cccc([N+](=O)[O-])c2C1=O
  A = -6; B = 0.2; C = 4; D = 1; E = -4; F = -9; G = 0; H = 2; I = -2; J = -5
> Cc1cnc(C(=O)OCC(=O)NCc2ccc(Cl)cc2)cn1
  A = -8; B = 0.5; C = -6; D = 0; E = 7; F = 2; G = 2; H = 1; I = 7; J = 2
> CCc1ccc(NC(=O)c2cc(-c3ccc(OC)cc3)on2)cc1
  A = 1; B = -0.1; C = 2; D = 1; E = -5; F = 1; G = 7; H = 1; I = -7; J = 9
> CC(C)NC[C@H](O)COc1cccc2ccccc12
  A = -1; B = -0.3; C = 1; D = -5; E = -5&-4; F = 15; G = 8; H = -1; I = 3; J = -8
> CS(=O)(=O)CCC(C(=O)Nc1ccc2c(c1)OCO2)N1Cc2ccccc2C1=O (centres undefined)
  A = -9; B = -0.4; C = 8; D = -1; E = 0; F = 1; G = 11; H = -5; I = 1; J = 11
> O=C(Nc1ccc(S(=O)(=O)NCC2CCCO2)cc1)C1CC(=O)N(c2ccccc2)C1 (centres undefined)
  A = -3; B = 0.2; C = -4; D = -7; E = -1; F = -5; G = 11; H = 1; I = 1; J = -13
> Cc1cc(C(=O)Nc2cc(C(F)(F)F)ccc2N2CCOCC2)no1
  A = -2; B = 0.1; C = -1; D = -1; E = 0; F = -5; G = 15; H = 0; I = 3; J = 4
> O=C(CNC(=O)C1COc2ccccc2O1)N/N=C/c1cc(Br)c(O)c(Br)c1 (centres undefined)
  A = -23; B = 0.2; C = -7; D = 3; E = 3; F = 0; G = 5; H = -1; I = -1; J = -8
> Cc1cc(=O)n(C)c(=O)n1CCCNc1ccccc1
  A = 0; B = 0.1; C = 0; D = -3; E = -1; F = 0; G = 11; H = 1; I = 1; J = -1
> CC(C)CCNC(=O)C(C)N(Cc1ccc(F)cc1)C(=O)c1ccc(CN2CCOCC2)o1 (centres undefined)
  A = -5; B = -0.2; C = -1; D = 0; E = 4; F = -3; G = -1; H = 0; I = -5; J = 5
> O=C(Nc1ccc(N2CCN(C(=O)c3cccs3)CC2)c(Cl)c1)c1cccnc1
  A = -10; B = 0.8; C = 0; D = -5; E = 0; F = -6; G = -1; H = -1; I = -3; J = 18
> CN1C2CCC1/C(=C\c1ccccc1F)C(=O)/C2=C/c1ccccc1F
  A = -283; B = -0.1; C = -282; D = 4; E = 2; F = -7; G = 10; H = -2; I = 6; J = 3
> O=C(O)c1cc2n(n1)CCN(Cc1ccccc1Cl)C2=O
  A = 0; B = 0.2; C = -2; D = -1; E = -1; F = 2; G = 10; H = 1; I = -3; J = 1
> O=c1c2ccccc2sn1-c1cc(S(=O)(=O)N2CCOCC2)ccc1N1CCOCC1
  A = -1; B = 0.2; C = 2; D = -4; E = 1; F = 12; G = 3; H = -3; I = -4; J = 5
> N#CC1(c2c(O)nc3n(c2=O)CCCS3)CCCCC1
  A = -5; B = -0.5; C = 0; D = -1; E = -3; F = -7; G = 3; H = -2; I = -9; J = -7
> COC(=O)c1cc(-c2ccccc2OC)c(=O)n2c1CCC2
  A = 0; B = -0.2; C = -2; D = -7; E = 0; F = -1; G = .; H = -3; I = 1; J = .
> COc1ccc(C(=O)C2CCN(CC(=O)Nc3ccccc3F)CC2)cc1
  A = -9; B = -0.5; C = -2; D = -5; E = 4; F = 1; G = 11; H = -4; I = -1; J = 5

Structural class, the entries above with fluorine
Letter code – A = PLCb3 inh; B = proKLK7 act; C = PLC-gamma1 inh; D = DDE Tn6 FP inh; E = NR1D1 modulator; F = sPLA2-III inh; G = ARFGAP1 inhibitor; H = UHRF1 binding; I = DDE Tn7 FP inh; J = ASAP1 inh
> CCN(CC)C(=O)c1cccc(-c2csc(C(NC(C)=O)c3ccc(F)c(F)c3)n2)c1 (centres undefined)
  A = -23; B = -1.4; C = -23; D = 8; E = 6; F = -7; G = -1; H = 0; I = -2; J = -1
> O=S(=O)(c1ccccc1C(F)(F)F)N1C=CC(C(F)(F)F)=NCC1
  A = 3; B = 0.6; C = -30; D = -8; E = -1; F = 0; G = 7; H = 0; I = 3; J = 4
> Cc1cc(C(=O)Nc2cc(C(F)(F)F)ccc2N2CCOCC2)no1
  A = -2; B = 0.1; C = -1; D = -1; E = 0; F = -5; G = 15; H = 0; I = 3; J = 4
> CC(C)CCNC(=O)C(C)N(Cc1ccc(F)cc1)C(=O)c1ccc(CN2CCOCC2)o1 (centres undefined)
  A = -5; B = -0.2; C = -1; D = 0; E = 4; F = -3; G = -1; H = 0; I = -5; J = 5
> CN1C2CCC1/C(=C\c1ccccc1F)C(=O)/C2=C/c1ccccc1F
  A = -283; B = -0.1; C = -282; D = 4; E = 2; F = -7; G = 10; H = -2; I = 6; J = 3
> COc1ccc(C(=O)C2CCN(CC(=O)Nc3ccccc3F)CC2)cc1
  A = -9; B = -0.5; C = -2; D = -5; E = 4; F = 1; G = 11; H = -4; I = -1; J = 5
